KB-V1 cytotox: kills drug-selected multidrug resistant KB-V1 cells; KB-V1 MDR cells viability, CellTiter-Glo, 72 h; Potency, µM (highest dose often 46.1 µM), for inactives: top-dose activity change, negative = cytotoxicity, actives largely listed as cytotoxic; hit rate 3.4% among 400,000; further: potency means the concentration at half of the fitted maximal effect; on the % scale 0 is the no-effect control and ±100 the full control effect; nearly all actives have a fitted effect of over 60% in size
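Cytotoxicity toward P-gp-expressing KB-V1 cells was determined as loss of CellTiter-Glo luminescence after 72 h at 37 degrees C. Compounds were tested in quantitative HTS format across a concentration range, with curves fitted to normalized data.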
KB-3-1 tox: kills parental KB-3-1 adenocarcinoma cells. KB-3-1 viability, CellTiter-Glo ATP luminescence, 72 h. hit rate 1.4% among 400,000. Potency, µM (highest dose often 46.1 µM), without a hit: top-dose activity change, negative = cytotoxic, hits mostly cytotoxic; further: potency means the concentration at half of the fitted maximal effect; on the % scale 0 is the no-effect control and ±100 the full control effect; nearly all actives have a fitted effect of over 60% in size
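Parental KB-3-1 adenocarcinoma cells in phenol-red-free DMEM with 10% FBS were pin-treated with compounds at several concentrations, incubated 72 h at 37 °C, and viability read by CellTiter-Glo luminescence; concentration-effect curves were fitted after normalization.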
HT1080NT lethal: kills 2HG-producing HT-1080-NT fibrosarcoma cells. HT-1080-NT fibrosarcoma viability, CellTiter-Glo ATP luminescence, 48 h. Potency, µM (series often up to 46.1 µM), for inactives: top-dose activity, negative = less viability, most hits filed as cytotoxic. hit rate 1.6% among 360,000. AID 686970;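 further: NT is the 2HG producing partner of a matched IDH1 knockdown line; potency means the concentration at half of the fitted maximal effect; 0% = DMSO-treated cells and -100% = media-only wells without cells; nearly all actives have a fitted effect of over 55% in size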
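A 48-hour cytotoxicity screen used HT-1080-NT cells plated 2 hours before compound delivery. ATP-based CellTiter-Glo luminescence measured viability, normalized to DMSO and no-cell controls.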
MCF10A rerep: inducers of DNA re-replication in MCF 10A breast cells. MCF 10A DNA re-replication, Hoechst nuclear intensity, 48 h. Potency, µM (doses to about 46.1 µM), for the others: top-dose activity, positive = re-replication, most hits filed as activators. hit rate 2.9% among 350,000. AID 624296; further: potency means the concentration at half of the fitted maximal effect; % of control where 0% means no effect; nearly all actives have a fitted effect of over 50% in size
HEK293 tox: cytotoxicity counter-screen for GLP-1 receptor inverse agonists | hit rate 0.13% among 410,000 | Potency, µM (titrated, usually from 38.3 µM), for inactives: at the highest dose activity change, negative = inhibition, usual class: inhibitors | HEK293 cAMP-luciferase reporter cells, luminescence, 24 h | AID 624418;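 further: loss of luciferase light is scored as toxicity; potency means the concentration at half of the fitted maximal effect; on the % scale 0 is the no-effect control and ±100 the full control effect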
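MLSMR compounds, 24 hr on cells at 37 deg C/5% CO2; luminescence after luciferase reagent (12 min RT). Inhibition counted as the undesired cytotoxic outcome.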
HT1080 IDH1KD tx: toxicity to HT-1080 IDH1 knockdown cells (counter line); Potency, µM (doses to about 46.1 µM), without a hit: top-dose activity, negative = toxicity, hits mostly cytotoxic; hit rate 2% among 360,000; HT-1080 IDH1 knockdown viability, ATP luminescence, 48 h;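 further: potency means the concentration at half of the fitted maximal effect; 0% = DMSO wells and -100% = cell-free medium wells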
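After a 2 h attachment period, IDH1KD HT-1080 cells took pin-transferred compound for 48 h at 37 °C; ATP-based luminescence after 10 min room-temperature reagent incubation reported viability.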
IL1B secr inh: inhibitors of inflammasome signaling (IL-1 beta secretion); hit rate 4.7% among 360,000; activity change, % at 57.5 µM; THP-1 LPS/ATP IL-1B secretion, AlphaLISA, 16 h; active compounds read low; in the data active means activity change below about -50%; inconclusive means mostly about -30% to -49%; further: on the % scale 0 is the no-effect control and ±100 the full control effect
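Secreted IL-1B measured by AlphaLISA bead assay after 16 h compound exposure of THP-1 cells; compounds (final up to 57.5 uM) added 1 h before LPS (250 ng/mL) and ATP (1.25 mM) stimulation; lower signal means less secretion.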
DRD3 agonist: activates the human D3 dopamine receptor | P35462 | D3R DiscoveRx beta-arrestin cells, luminescence, 90 min | max activation, % | hit rate 0.58% among 410,000; in the data active means max activation above about 30%; further: 0% is about no effect; mostly tested at two doses, the higher about 12 µM
Target sequence (P35462 whole entry, looked up): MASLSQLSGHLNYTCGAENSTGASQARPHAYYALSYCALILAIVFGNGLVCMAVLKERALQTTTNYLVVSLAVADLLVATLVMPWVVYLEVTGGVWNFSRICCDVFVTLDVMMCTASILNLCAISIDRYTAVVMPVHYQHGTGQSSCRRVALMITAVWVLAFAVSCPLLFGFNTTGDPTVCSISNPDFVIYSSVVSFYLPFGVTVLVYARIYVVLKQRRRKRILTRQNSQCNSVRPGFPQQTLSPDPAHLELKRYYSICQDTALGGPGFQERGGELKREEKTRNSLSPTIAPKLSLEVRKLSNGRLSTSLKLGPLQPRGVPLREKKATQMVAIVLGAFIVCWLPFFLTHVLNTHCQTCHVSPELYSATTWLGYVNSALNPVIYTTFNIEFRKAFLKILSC
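Agonist mode: compounds and dopamine controls were applied to plated cells for 90 min at 37 degrees C after an overnight attachment at 1500 cells/well. Luminescent read-out followed 30 - 60 minutes at room temperature with DiscoveRx detection reagent.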
SW480 rereplic: inducers of DNA re-replication in SW480 colon cancer cells; SW480 DNA re-replication, Hoechst DNA content imaging, 48 h; AID 624297; Potency, µM (top dose mostly 46.1 µM), without a hit: at the highest dose re-replication activation, usual class: activators; hit rate 1.8% among 340,000; further: potency means the concentration at half of the fitted maximal effect; % of control where 0% means no effect; nearly all actives have a fitted effect of over 55% in size
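DNA re-replication was detected as more nuclei of elevated Hoechst intensity after 48 hr exposure to compound (23 nL pinned per well of 250 cells).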
Active calls of the source: *; ? = inconclusive; . = not tested or not shown; & = joins results of further samples; [ ] = another dose, or the depositor's remark. Unless noted, the call rests on the fitted dose curve; in most records, active means well fitted curve in the direction sought with a large enough effect; inconclusive means small, poorly fitted or top-dose-only effect, or another doubt; inactive means no such curve, though single readings can be large; an effect the other way counts as inactive or inconclusive.

SMILES	KB-V1 cytotox	KB-3-1 tox	HT1080NT lethal	MCF10A rerep	HEK293 tox	HT1080 IDH1KD tx	IL1B secr inh	DRD3 agonist	SW480 rereplic
COc1ccc(S(=O)(=O)N2CCC(C(=O)N3CCN(C)CC3)CC2)cc1OC	9%	16%	11%	17%	13%	16%	11	3	0%
COc1ccc(S(=O)(=O)N(C)C)cc1NC(=O)CSc1nncs1	?	-5%	10%	-2%	-3%	3%	15	-3	-6%
O=C(COC(=O)Cc1cccc(C(F)(F)F)c1)NC1CCS(=O)(=O)C1 (configuration not stated)	8%	-3%	7%	2%	3%	10%	2	0	4%
Cc1c(C(=O)N2CCCCCC2)c(S(=O)(=O)Nc2ccc(F)cc2)c(C)n1C	-3%	6%	2%	11%	-3%	2%	-18	-2	-10%
Cc1c(C(=O)NCc2cccnc2)oc2ccc(S(=O)(=O)N3CCCCCC3)cc12	5.2µM*	?	-17%	1%	-12%	-12%	20	2	-2%
O=C(Cn1ccc(NC(=O)OCc2ccccc2)nc1=O)NCc1nc2ccccc2[nH]1	-15%	-9%	-3%	-8%	-5%	-1%	-13	-35	-20%[9.22 µM]
O=C(N/N=C(\c1ccccc1)c1cccnc1)c1cccc(F)c1	?	?	-11%	?	?	?	-95*	-11	?
CCOC(=O)C1CCC(=O)C1 (configuration not stated)	?	-2%	11%	-43%	-4%	9%	24	18	1%
O=C(NC1CC1)c1cc2c(s1)CS(=O)(=O)C2	-2%	3%	8%	-2%	14%	17%	0	3	-7%
Cc1cc(C)cc(-n2c(C)c3c(C)nnc(C)c3c2C)c1	?	?	1%	10%	2%	-8%	-2	4	23µM*
CC1CCCCC12NC(=O)N(CC(=O)N1CCN(S(=O)(=O)c3ccc4c(c3)CCC4)CC1)C2=O (configuration not stated)	19%	1%	0%	-4%	7%	5%	-9	4	0%
O=c1cc(O)nc(SCc2ccccc2Cl)[nH]1	6%	14%	16%	?	-7%	5%[9.24 µM]	0	1	-6%
CCOc1ccc(N=C2NC(=O)S/C2=C\c2ccc(N(C)C)cc2)cc1	21µM*	0%	-5%	13%	2%	-17%	20	-11	?
COc1ccc(/C=C/c2nc(C)c(-c3ccccc3)c(=O)[nH]2)cc1OC	?	22%	11%	?	-3%	21%	-5	7	?
O=C(O)Cn1c2ccccc2c2nc3ccccc3nc21	3%	-1%	0%	.	1%	4%	6	4	.
COc1ccc(/C=N/NC(=O)COc2ccc3ccccc3c2)c(C(=O)O)c1OC	6%	16%	12%	5%	-1%	9%	-11	-7	-5%
C=CCn1c(N)c(C(=O)OCC(C)C)c2nc3ccccc3nc21	-18%	-12%	-6%	13%	209%[activator]	-15%	?	-18	?
Cc1cc(Cl)ccc1NC(=S)NCCc1ccc(Cl)cc1	-8%	?	?	4%	?	?	-20	0	?
CN(C)S(=O)(=O)c1cccc(C(=O)Nc2cc3c(cc2C(=O)O)OCCCO3)c1	-3%	-2%	16%	1%	8%	9%	-13	9	1%
NS(=O)(=O)c1ccc(NC(=O)c2csnn2)cc1	2%	8%	.	.	-9%	.	.	10	.
COc1ccccc1-c1ccc2nnc(SC)n2n1	0%	1%	4%	-1%	-6%	7%	17	8	-28%
Cc1ccc(/C=C2/SC(=S)N(CCCC(=O)Nc3ccc(O)cc3)C2=O)cc1	?	?	16µM*	?	-27%	21µM*	-62*	6	?
CC(C)C[C@@H](CO)N1CCNCCC1=O	-2%&3%	31%&-4%	2%	4%	4%	-1%	6	1	0%
O=C(CN(CCN1CCOCC1)C(=O)Cn1nnc(-c2ccc(F)cc2)n1)NC1CCCCC1	8%	-2%	10%	-12%	-4%	-3%	-8	-35	0%
CCOC(=O)N1CCN(C(=O)CN2C(=O)NC(c3ccccc3)(c3ccccc3)C2=O)CC1	-9%	?	-16%	-5%	-14%	-16%	24	-3	23%
O=c1cc(CSc2ccc(S(=O)(=O)N3CCCCC3)cn2)nc2sccn12	?	4%	6%	-8%	10%	6%	-19	7	-5%
c1ccc(-c2cc3ccccc3cn2)cc1	7%	6%	12%	?	7%	12%	85	3	5%[9.22 µM]
O=C(NCCN1CCOCC1)c1ccc2c(c1)N(Cc1c(F)cccc1Cl)C(=O)c1ccccc1S2	-18%	10%	-18%	?	0%	-2%	0	-1	5.8µM*
CCCCC[C@H]1CN(C2CCCCC2)C(=O)[C@@H]1CC(=O)NCc1ccccc1	?	?	-3%	?	-11%	4%	?	22	-14%
O=C1CN(C(=O)c2ccccn2)c2ccccc2N1	15%	2%	6%	-2%	-7%	1%	18	-1	-2%

Rewritten with values under each structure: part of the list above
Order of results: KB-V1 cytotox, KB-3-1 tox, HT1080NT lethal, MCF10A rerep, HEK293 tox, HT1080 IDH1KD tx, IL1B secr inh, DRD3 agonist, SW480 rereplic
COc1ccc(S(=O)(=O)N2CCC(C(=O)N3CCN(C)CC3)CC2)cc1OC
    9%, 16%, 11%, 17%, 13%, 16%, 11, 3, 0%
COc1ccc(S(=O)(=O)N(C)C)cc1NC(=O)CSc1nncs1
    ?, -5%, 10%, -2%, -3%, 3%, 15, -3, -6%

Next section.
SMILES	KB-V1 cytotox	KB-3-1 tox	HT1080NT lethal	MCF10A rerep	HEK293 tox	HT1080 IDH1KD tx	IL1B secr inh	DRD3 agonist	SW480 rereplic
COc1ccc2cc(-c3[nH]ncc3CN3CCCC3c3nonc3C)ccc2c1 (configuration not stated)	-18%	-13%	-19%	?	-20%	?	39	4	?
O=C(Cc1ccccc1)Nc1ccc(N2CCCCC2)cc1	12%	6%	-3%	10%	6%	-2%	-23	-3	4%
O=C1NC[C@@H](CCCCN2C[C@H](Cc3ccccc3)N(CCc3ccc(O)cc3)C(=O)C2=O)N(CCc2ccccc2)C1=O	-13%	26%	9%	.	5%	18%	0	-7	.
CCCCn1nnnc1C1(C)CCC(=O)N1Cc1cccnc1 (configuration not stated)	-4%	5%	19%	.	6%	26%	73	4	.
CCc1ccc(NC(=O)C2CCCN(S(=O)(=O)c3ccc4c(c3)CC(C)N4C(C)=O)C2)cc1 (configuration not stated)	-6%	-5%	7%	0%	4%	-1%	-5	1	-7%
CCc1ccc(-c2cnc3nc[nH]c(=O)c3n2)cc1	0%	8%	15%	4%	13%	19%	-2	2	-1%
CCCCNC(=O)c1ccc(S(=O)(=O)c2ccc(Cl)cc2)c(NC(C)=O)c1	?	-21%	3%	-4%	-6%	-1%	15	19	-2%
Cc1cccn2c(=O)nc(SCC(=O)N3CCC(C)CC3)nc12	13%	22%	16%	7%	8%	11%	-5	2	-3%
CN1CCN(C(=O)C2=C[C@H](C(C)(C)C)C[C@H](OCCCCO)O2)CC1	0%	17%	13%	28%	-15%	7%	29	-4	-34%[inhibitor]
CCOc1ccc(NC(=O)CN2CCN(Cc3ccccc3)S2(=O)=O)cc1	26%	2%	.	.	4%	.	.	5	.

Part of the list above, reformatted:
Results follow in this order: KB-V1 cytotox	KB-3-1 tox	HT1080NT lethal	MCF10A rerep	HEK293 tox	HT1080 IDH1KD tx	IL1B secr inh	DRD3 agonist	SW480 rereplic
- CCCCC[C@H]1CN(C2CCCCC2)C(=O)[C@@H]1CC(=O)NCc1ccccc1
  ?	?	-3%	?	-11%	4%	?	22	-14%
- O=C1CN(C(=O)c2ccccn2)c2ccccc2N1
  15%	2%	6%	-2%	-7%	1%	18	-1	-2%
- COc1ccc2cc(-c3[nH]ncc3CN3CCCC3c3nonc3C)ccc2c1 (configuration not stated)
  -18%	-13%	-19%	?	-20%	?	39	4	?
- O=C(Cc1ccccc1)Nc1ccc(N2CCCCC2)cc1
  12%	6%	-3%	10%	6%	-2%	-23	-3	4%
- O=C1NC[C@@H](CCCCN2C[C@H](Cc3ccccc3)N(CCc3ccc(O)cc3)C(=O)C2=O)N(CCc2ccccc2)C1=O
  -13%	26%	9%	.	5%	18%	0	-7	.
- CCCCn1nnnc1C1(C)CCC(=O)N1Cc1cccnc1 (configuration not stated)
  -4%	5%	19%	.	6%	26%	73	4	.
- CCc1ccc(NC(=O)C2CCCN(S(=O)(=O)c3ccc4c(c3)CC(C)N4C(C)=O)C2)cc1 (configuration not stated)
  -6%	-5%	7%	0%	4%	-1%	-5	1	-7%
- CCc1ccc(-c2cnc3nc[nH]c(=O)c3n2)cc1
  0%	8%	15%	4%	13%	19%	-2	2	-1%
- CCCCNC(=O)c1ccc(S(=O)(=O)c2ccc(Cl)cc2)c(NC(C)=O)c1
  ?	-21%	3%	-4%	-6%	-1%	15	19	-2%
- Cc1cccn2c(=O)nc(SCC(=O)N3CCC(C)CC3)nc12
  13%	22%	16%	7%	8%	11%	-5	2	-3%
- CN1CCN(C(=O)C2=C[C@H](C(C)(C)C)C[C@H](OCCCCO)O2)CC1
  0%	17%	13%	28%	-15%	7%	29	-4	-34%[inhibitor]
- CCOc1ccc(NC(=O)CN2CCN(Cc3ccccc3)S2(=O)=O)cc1
  26%	2%	.	.	4%	.	.	5	.

Additional records
SMILES	KB-V1 cytotox	KB-3-1 tox	HT1080NT lethal	MCF10A rerep	HEK293 tox	HT1080 IDH1KD tx	IL1B secr inh	DRD3 agonist	SW480 rereplic
CCn1c(SCC(=O)Nc2ccc(Cl)cc2)nc2nc3c(cc2c1=O)CCCC3	0.52µM*	-20%	2%	14%	-25%	6%	-64*	25	?
CC(=O)NC(CC(=O)Nc1cccc(S(=O)(=O)N2CCOCC2)c1)c1ccccc1 (configuration not stated)	0%	7%	-1%	2%	-13%	3%	31	-2	?
CC(C)c1ccc(NC(c2nnc(-c3ccccc3)o2)c2ccc(F)cc2Cl)cc1 (configuration not stated)	-14%	1%	.	.	0%	.	.	8	.
NC(=O)CC(NC(=O)c1ccccc1)c1ccc(NCCN2CCOCC2)c([N+](=O)[O-])c1 (configuration not stated)	17%	1%	3%	?	11%	8%	13	6	-13%
COCCSc1ccccc1C(=O)Nc1ccncc1	?	-4%	7%	6%	4%	-1%	-2	3	-1%

Source: PubChem
